Bioassay records deposited in PubChem BioAssay by several laboratories.
Anthrax LF inh2 – Bacillus anthracis LF protease inhibitors, primary screen, biochemical, multiplex microsphere, MLPCN library; Lethal factor (Bacillus anthracis), P15917; multiplex microsphere protease cleavage assay; inhibition, % at 10 µM; 360,000 tested, 0.12% active; also: plate controls were buffer without enzyme for full effect and enzyme alone for no effect
Vc quorum ag – inducers of Vibrio cholerae quorum light production without autoinducers, primary screen, BH1578 luxS cqsA deficient, single point; 350,000 tested, 0.16% active; V. cholerae BH1578 lux reporter, luminescence, 6 h; activation, % at 18.7 µM; in the data active = activation mostly above about 9.7%, no sharp cut-off; inconclusive = no clear call, values can overlap the other calls; inactive = mostly below about 3.7%; also: not every result past the cut was called active; inactives centre near 0; reference of the scale not given here
BoNT A protease – BoNT/A light chain protease inhibitors, primary screen, biochemical, flow cytometry, MLPCN library | Botulinum neurotoxin type A light chain protease (Clostridium botulinum A str. ATCC 3502) | multiplex microsphere protease substrate cleavage | inhibition, % at 10 µM | 360,000 tested, 0.17% active | AID 588499, 2011; also: plate controls were buffer without enzyme for full effect and enzyme alone for no effect
PfHsp40 yeast – rescue of yeast from PfHsp40 toxicity, primary screen, S. cerevisiae, ATP luminescence; AID 504582, 2011; 340,000 tested, 0.68% active; S. cerevisiae expressing PfHsp40, growth rescue; growth rescue, % at 12.5 µM; in the data active = growth rescue above about 28%, passing the limit was not always enough; inconclusive = no clear call, values can overlap the other calls;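 also: yeast W303a lacking pdr1 and pdr3 grown in galactose medium; growth measured after three days at 30 °C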
Y pestis TopoI – Yersinia pestis topoisomerase I inhibitors, primary screen, biochemical, cleavage product accumulation, plate reader, single point; activity, % at 10 µM; Y. pestis Topo-I cleavage product accumulation; AID 504884, 2011; DNA topoisomerase I (Yersinia pestis CO92); 360,000 tested, 0.064% active; in the data active = activity above about 50%, passing the limit was not always enough; inconclusive = no clear call, values can overlap the other calls; also: inactives centre near 2
PrPC surface inh – inhibitors of human cell surface prion protein PrPC, primary screen, cell-based, TR-FRET. Major prion protein (Homo sapiens), P04156. TR-FRET read-out. inhibition, % at 13.8 µM. 370,000 tested, 0.43% active. AID 720596, 2013; in the data active = inhibition above about 24%; also: 0% = median of the test wells and 100% = reference compound wells
PriA SSB inh – inhibitors of Klebsiella pneumoniae PriA binding to SSB C-terminal tail, primary screen, biochemical, AlphaScreen. AlphaScreen SSBct-PriA binding, biotinylated peptide. inhibition, % at 33 µM. 430,000 tested, 0.6% active; in the data active = inhibition mostly above about 37%, no sharp cut-off; inactive = mostly below about 20%;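 also: plate controls were negative control peptide for no effect and reference peptide for full effect; strong numbers were not always called active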
TcdB GH inh – TcdB glycohydrolase inhibitors, primary screen, biochemical, single point, plate reader; Toxin B (Clostridioides difficile), P18177; TcdB glycohydrolase enzymatic assay; inhibition, % at 9.99 µM; 350,000 tested, 0.24% active; AID 652162, 2013; in the data active = inhibition above about 10%
Target sequence (P18177 whole entry, looked up): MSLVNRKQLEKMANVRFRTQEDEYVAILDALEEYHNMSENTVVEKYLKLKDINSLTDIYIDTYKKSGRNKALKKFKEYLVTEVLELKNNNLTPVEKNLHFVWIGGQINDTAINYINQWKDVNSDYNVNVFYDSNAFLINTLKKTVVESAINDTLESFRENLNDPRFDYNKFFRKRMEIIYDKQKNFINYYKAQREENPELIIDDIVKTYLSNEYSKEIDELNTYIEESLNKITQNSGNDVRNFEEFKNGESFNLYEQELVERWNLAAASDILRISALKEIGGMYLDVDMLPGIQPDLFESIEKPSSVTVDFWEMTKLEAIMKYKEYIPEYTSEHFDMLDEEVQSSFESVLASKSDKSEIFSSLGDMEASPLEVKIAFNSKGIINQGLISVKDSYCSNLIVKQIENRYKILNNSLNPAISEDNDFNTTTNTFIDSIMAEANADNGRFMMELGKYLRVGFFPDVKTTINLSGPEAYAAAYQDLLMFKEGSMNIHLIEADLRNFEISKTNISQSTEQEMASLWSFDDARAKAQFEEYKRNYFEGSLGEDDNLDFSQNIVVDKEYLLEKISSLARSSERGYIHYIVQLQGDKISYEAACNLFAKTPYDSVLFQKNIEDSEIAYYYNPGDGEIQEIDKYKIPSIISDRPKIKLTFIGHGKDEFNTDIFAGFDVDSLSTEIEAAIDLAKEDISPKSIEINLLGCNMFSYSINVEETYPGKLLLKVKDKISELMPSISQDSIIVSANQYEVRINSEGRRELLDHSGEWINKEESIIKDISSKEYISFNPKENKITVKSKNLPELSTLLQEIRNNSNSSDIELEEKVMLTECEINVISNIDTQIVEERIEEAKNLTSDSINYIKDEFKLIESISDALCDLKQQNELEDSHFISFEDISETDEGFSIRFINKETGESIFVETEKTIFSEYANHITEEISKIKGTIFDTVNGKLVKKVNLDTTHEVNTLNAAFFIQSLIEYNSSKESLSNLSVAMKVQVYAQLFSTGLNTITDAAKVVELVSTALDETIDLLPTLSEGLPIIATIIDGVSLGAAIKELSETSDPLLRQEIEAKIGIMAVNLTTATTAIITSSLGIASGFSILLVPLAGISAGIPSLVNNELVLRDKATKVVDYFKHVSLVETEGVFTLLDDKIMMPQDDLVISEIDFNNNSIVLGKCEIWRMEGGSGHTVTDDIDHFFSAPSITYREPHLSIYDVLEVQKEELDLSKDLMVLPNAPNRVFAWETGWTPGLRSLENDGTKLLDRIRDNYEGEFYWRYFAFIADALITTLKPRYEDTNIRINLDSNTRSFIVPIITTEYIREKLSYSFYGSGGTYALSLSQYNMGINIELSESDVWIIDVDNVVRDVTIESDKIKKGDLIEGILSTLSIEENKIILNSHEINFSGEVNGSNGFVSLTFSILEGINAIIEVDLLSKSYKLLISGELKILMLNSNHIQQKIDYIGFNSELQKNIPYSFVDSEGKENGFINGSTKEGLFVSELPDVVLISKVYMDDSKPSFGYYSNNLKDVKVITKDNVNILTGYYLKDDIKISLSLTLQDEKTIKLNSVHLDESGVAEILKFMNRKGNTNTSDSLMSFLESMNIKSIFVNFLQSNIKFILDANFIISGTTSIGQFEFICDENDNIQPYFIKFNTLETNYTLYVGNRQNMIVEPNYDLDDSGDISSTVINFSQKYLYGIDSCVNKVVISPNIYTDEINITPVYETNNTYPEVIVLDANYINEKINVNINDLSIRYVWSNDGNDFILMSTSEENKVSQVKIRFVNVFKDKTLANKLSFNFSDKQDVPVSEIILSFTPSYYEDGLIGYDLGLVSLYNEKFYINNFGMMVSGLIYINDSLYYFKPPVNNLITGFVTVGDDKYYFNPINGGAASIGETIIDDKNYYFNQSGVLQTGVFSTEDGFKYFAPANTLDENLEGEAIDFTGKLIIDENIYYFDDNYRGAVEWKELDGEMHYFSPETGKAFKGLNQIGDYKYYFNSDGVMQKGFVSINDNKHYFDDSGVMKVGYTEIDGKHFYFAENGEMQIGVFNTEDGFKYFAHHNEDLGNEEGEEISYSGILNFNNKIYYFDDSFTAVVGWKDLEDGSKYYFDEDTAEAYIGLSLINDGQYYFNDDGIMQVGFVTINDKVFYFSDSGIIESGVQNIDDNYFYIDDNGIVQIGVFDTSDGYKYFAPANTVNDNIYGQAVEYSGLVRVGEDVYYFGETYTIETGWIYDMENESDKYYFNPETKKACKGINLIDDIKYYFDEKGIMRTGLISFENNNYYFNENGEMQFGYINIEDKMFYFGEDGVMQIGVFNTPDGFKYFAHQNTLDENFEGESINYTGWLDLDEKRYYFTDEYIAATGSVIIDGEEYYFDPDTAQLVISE
SARS 3CLpro inh – SARS-CoV 3CLpro protease inhibitors, primary screen, biochemical, quenched FRET; Replicase polyprotein 1ab (Severe acute respiratory syndrome coronavirus), P0C6X7; recombinant SARS-CoV 3CLpro, quenched FRET peptide cleavage; inhibition, % at 6 µM; 290,000 tested, 0.14% active; AID 1706, 2009; in the data active = inhibition above about 12%
Active calls of the source: *; i = inactive; ? = inconclusive; . = no result given; & = joins results of further samples. Rule as the data show it, unless noted: active = inhibition above about 30%; inconclusive = no clear call, values can overlap the other calls; inactive = below that. These rows are one share of the data; rates above refer to the full screens.

# | molecule | TcdB GH inh | PfHsp40 yeast | SARS 3CLpro inh | Anthrax LF inh2 | PrPC surface inh | PriA SSB inh | Vc quorum ag | BoNT A protease | Y pestis TopoI
1 | Cc1nn(-c2ccccc2)nc1C(=O)Oc1cc(C(F)(F)F)nn1-c1ccccc1 | 1.9 | -1.0 | 0 | -3 | -6 | -1 | -2.0 | 0.4 | -2
2 | CCOC(=O)[C@@H]1[C@H]2COc3cc(OC)ccc3[C@@H]2N2C(=O)N(c3ccc(Br)cc3)C(=O)[C@@]12C | 0.7 | 2.6 | -1 | -10 | 3 | 4 | -0.6 | -0.1 | 9
3 | O=C(O)CCCNc1cc(N2CCN(C(=O)c3ccco3)CC2)c2noc3c2c1C(=O)c1ccccc1-3 | 0.4 | -1.0 | 3 | 0 | -76 | 41* | -0.1 | 0.7 | 25
4 | Cc1cc(C)cc(NC(=O)COC(=O)CC2CCCC2)c1 | 0.4 | 2.6 | . | 4 | 2 | -26 | 0.1 | 1.7 | 12
5 | COc1ccccc1Nc1nc(N)nc(CSC(=S)N2CCN(c3ccccc3)CC2)n1 | 1.3 | 1.5 | -3 | -12 | 0 | -7 | -0.2 | -0.4 | 11
6 | O=C(O)C/C(=C\c1cc2c(cc1Br)OCO2)c1nc2ccccc2s1 | 0.1 | ? | 7 | 1 | 5 | -5 | -6.2 | -2.8 | 16
7 | C=CCN(C(=O)CCC(=O)Nc1cc(C)on1)C(C(=O)NC(C)(C)CC)c1cccc(OC)c1OC (stereo unspecified) | 0.8 | -0.4 | 0 | 0 | -6 | -7 | -0.2 | 1.0 | 16
8 | COC(=O)c1cccc(N(CC(=O)NCC2CCCO2)C(=O)CCC(=O)Nc2cc(C)on2)c1 (stereo unspecified) | -0.2 | 0.8 | 0 | 0 | 6 | -1 | -0.3 | -0.1 | 7
9 | C[C@]12CCC3C(CC[C@H]4C[C@H](OC(=O)c5cccnc5)CC[C@]34C)C1CCC2=O (stereo partly specified) | 1.6 | -1.3 | . | -6 | 3 | -11 | -1.0 | -0.4 | 0
10 | CCc1ccc(CN(C)C(=O)c2cc(COc3cc(C)c(Cl)c(C)c3)on2)nc1 | 1.2 | 6.0 | 5 | -2 | -3 | -6 | -0.2 | 1.2 | 37
11 | CC(C)NC1(C(N)=O)CCN(Cc2ccccc2)CC1 | 1.0 | -0.9 | . | 6 | -10 | -19 | i | 0.2 | 7
12 | Cc1c(C(=O)N2CCC2)oc2c(F)cccc12 | 2.0 | 1.1 | . | -6 | -6 | -3 | i | -0.4 | 10
13 | CC(=O)c1cccc(NC(=O)CN2CCN(Cc3ccccc3)CC2)c1 | 0.5 | -1.3 | 2 | 3 | 4 | -10 | -1.4 | -4.9 | 15
14 | CC1(c2ccccc2)CC2CC(c3ccccc3)N1O2 (stereo unspecified) | 0.9 | 0.7 | 1 | -6 | -9 | -33 | i | -0.4 | 2
15 | CCN(CC)S(=O)(=O)c1ccc2c(c1)nc(SCC(=O)NCC1CCCO1)n2CC (stereo unspecified) | 2.7 | 0.2 | . | . | -5 | -1 | i | . | 2
16 | COc1ccc(OCC(=O)N/N=C/C=C/c2ccccc2)cc1 | 0.2 | 0.7 | 0 | -2 | 4 | . | -0.8 | -1.0 | 17
17 | O=C(NC1CCSc2ccccc21)c1ccc([N+](=O)[O-])cc1 (stereo unspecified) | 0.8 | -1.4 | -2 | -3 | -30 | 15 | i | 0.6 | -11
18 | CCCS(=O)(=O)N1CCCC(C(=O)N2CCC3(CC2)OCCO3)C1 (stereo unspecified) | . | 1.6 | -8 | 3 | -6 | -9 | -0.5 | 0.5 | 1
19 | CC1(C(=O)NS(=O)(=O)Cc2ccccc2)CCN1C(=O)CCc1ccccc1 (stereo unspecified) | 0.0 | . | . | -5 | -1 | . | -0.5 | -0.3 | 4
20 | Cc1ccc(C)c(S(=O)(=O)N2CCN(C(=O)CCNC(=O)c3ccc(Br)cc3)CC2)c1 | 1.1 | 0.4 | . | 0 | 1 | -9 | -0.9 | -0.7 | 43
21 | CCOC(=O)c1[nH]c2ccc(OCC)cc2c1NC(=O)CN1CCC2(CC1)OCCO2 | . | -1.5 | 3 | -10 | 3 | -8 | -0.7 | -0.7 | 5
22 | CCOC(=O)c1c(C)[nH]c(C)c1C(=O)COC(=O)/C=C/c1ccc(Cl)cc1 | 0.2 | -0.2 | -6 | -2 | -7 | -7 | -0.3 | -1.9 | 36
23 | O=C(CN1CCCCC1)c1c[nH]c2ccccc12 | 1.2 | -0.8 | 5 | -9 | -3 | -9 | -0.8 | -1.2 | 3
24 | COc1c(/C=C2\SC(=Nc3ccccc3Cl)NC2=O)cccc1[N+](=O)[O-] | 0.2 | 0.3 | 0 | 18 | -9 | 19 | 0.9 | -0.4 | -6
25 | CCOc1ccc(/C=C/C2=CC(C)(C)NC(=S)N2)cc1 | -0.5 | 0.1 | 0 | 1 | -3 | 12 | -0.3 | -0.4 | 4

Whole records, quoted from the list.
CCOC(=O)[C@@H]1[C@H]2COc3cc(OC)ccc3[C@@H]2N2C(=O)N(c3ccc(Br)cc3)C(=O)[C@@]12C across the screens: TcdB GH inh = 0.7; PfHsp40 yeast = 2.6; SARS 3CLpro inh = -1; Anthrax LF inh2 = -10; PrPC surface inh = 3; PriA SSB inh = 4; Vc quorum ag = -0.6; BoNT A protease = -0.1; Y pestis TopoI = 9
COc1ccc(OCC(=O)N/N=C/C=C/c2ccccc2)cc1 across the screens: TcdB GH inh = 0.2; PfHsp40 yeast = 0.7; SARS 3CLpro inh = 0; Anthrax LF inh2 = -2; PrPC surface inh = 4; PriA SSB inh = .; Vc quorum ag = -0.8; BoNT A protease = -1.0; Y pestis TopoI = 17

(next part)
# | molecule | TcdB GH inh | PfHsp40 yeast | SARS 3CLpro inh | Anthrax LF inh2 | PrPC surface inh | PriA SSB inh | Vc quorum ag | BoNT A protease | Y pestis TopoI
26 | CCCNC(=O)NC(=O)CN1CCCC1c1ccc2c(c1)OCCO2 (stereo unspecified) | 1.7 | -0.7 | -3 | -3 | -3 | -10 | -0.2 | -0.5 | -6
27 | C=CCOc1c2ccc(C(=O)NCc3ccc(C)cc3)cc2nn1C | 1.1 | -1.3 | -3 | -4 | 2 | -15 | -0.6 | 0.0 | 2
28 | O=C(CSc1cccc[n+]1[O-])Nc1cc(S(=O)(=O)N2CCOCC2)ccc1N1CCOCC1 | -3.0 | -0.7 | -1 | 1 | 8 | 1 | -1.7 | 0.2 | -6
29 | CC(=O)OC1COC(N2CCc3cc(Br)c([N+](=O)[O-])cc32)C(OC(C)=O)C1OC(C)=O (stereo unspecified) | . | -0.3 | -2 | -3 | -5 | 15 | -0.3 | 1.0 | -1
30 | CC(C)C(=O)N1CCN(c2nc(-c3ccccc3)c3c(c2C#N)CC(C)(C)OC3)CC1 | . | -0.7 | -7 | 2 | -5 | -2 | i | 0.0 | 14
31 | O=C(NCCCc1ccccc1)C(=O)NCC1OCCN1S(=O)(=O)c1ccccc1 (stereo unspecified) | 0.2 | 0.7 | -1 | 5 | -2 | -3 | -2.2 | 3.5 | 22
32 | O=c1cc(C(F)(F)F)[nH]c2c(C(F)(F)F)cccc12 | . | ? | 4 | -3 | . | -23 | -0.9 | 0.0 | 4
33 | COCC(=O)N1CCC(n2nnc3cc(C(F)(F)F)ccc32)CC1 | . | 0.0 | -1 | 0 | 3 | -6 | -2.7 | -0.1 | -4
34 | COc1cccc(NC(=S)NC2CC3CCCC(C2)N3CC(C)C)c1 (stereo unspecified) | 1.2 | -0.7 | 2 | -2 | -2 | -7 | -0.9 | -0.4 | -13
35 | CCN(CC)c1ccc(Nc2nc(-c3cccnc3)cs2)cc1 | 2.5 | 1.3 | -1 | -6 | 0 | 41* | 1.7 | 1.6 | 8
36 | COC(=O)Cc1c(C)c2ccc(OCC(=O)c3ccc(OC)c(OC)c3)cc2oc1=O | 0.2 | . | -7 | . | -1 | -3 | . | . | .
37 | COC(=O)c1ccc(NC(=O)CSC2=Nc3ccccc3C3CC=NN23)cc1 (stereo unspecified) | . | 1.0 | -1 | 0 | . | -8 | -0.3 | -0.1 | 2
38 | CC(=O)N1CCC(=NNc2nc3ccccc3[nH]2)CC1 | -7.0 | -0.1 | 0 | -13 | 7 | -4 | -0.5 | -1.1 | -5
39 | O=C(CSCc1ccc([N+](=O)[O-])cc1)NC1CCCCCC1 | 1.5 | -0.3 | 0 | -1 | -16 | -2 | -0.2 | 0.5 | -6
40 | COc1ccccc1-c1cnc2c(c1)C(=O)N([C@@H](C)CO)C[C@@H](C)[C@H](CN(C)C(=O)c1cccnc1)O2 | 1.3&0.1&-0.7 | . | . | -4 | 0 | . | i | -0.1 | 14
41 | COC(=O)c1ccccc1NC(=O)CCS(=O)(=O)c1ccc(Br)cc1 | -0.5 | 1.3 | 3 | -2 | 1 | 29 | -0.3 | 0.0 | 1
42 | CN(C)C(=O)CN1CCN(Cc2cn(C)nc2-c2ccc3c(c2)OCCO3)CC1 | 1.3 | -0.3 | 0 | 0 | 8 | -6 | i | 0.3 | 4
43 | O=C1C=C(/C=C/c2ccccc2)C[C@@H](c2ccc3c(c2)OCO3)C1 | 1.2 | 9.4 | . | 0 | 4 | -1 | 1.6 | 0.6 | 41
44 | C=CCc1ccc(OCCOCCOc2ccc(C)cc2[N+](=O)[O-])c(OC)c1 | . | 5.3 | 3 | -5 | 9 | -44 | 5.0 | -0.2 | 33
45 | CC(=O)c1cccc(N(CC(=O)NCCc2ccccc2)C(=O)c2csnn2)c1 | 1.3 | -0.3 | 4 | 1 | 0 | -14 | 0.2 | 0.7 | -6
46 | Cc1ccc(NC(=O)CSc2nc3ccccc3c(=O)[nH]2)cc1[N+](=O)[O-] | 1.9 | 1.8 | . | -4 | -4 | -12 | -5.0 | -0.3 | -12
47 | O=C(C1CCCN(S(=O)(=O)c2cc(Cl)ccc2Cl)C1)N1CCCC1 (stereo unspecified) | 0.5 | 1.1 | -1 | 2 | 10 | -3 | -7.7 | -1.8 | 3
48 | O=C(C1CCCC1)N1CCC(CC2CC(c3cccc(Br)c3)=NO2)(C(=O)NCC2CCCCC2)CC1 (stereo unspecified) | 1.0 | 0.8 | 6 | -6 | -6 | -30 | -11 | -0.6 | -2
49 | CCN(CC)C(=O)CN1C(=O)c2cccc3cccc(c23)C1=O | 2.1 | -1.4 | 1 | 1 | -55 | -5 | -0.7 | -0.5 | 3
50 | COc1cc(CC(=O)OCC(=O)Nc2ccc3c(c2)OCCO3)cc(OC)c1OC | 3.3 | 0.6 | -1 | 0 | 1 | -9 | -0.4 | -0.3 | 8

The listing continues:
# | molecule | TcdB GH inh | PfHsp40 yeast | SARS 3CLpro inh | Anthrax LF inh2 | PrPC surface inh | PriA SSB inh | Vc quorum ag | BoNT A protease | Y pestis TopoI
51 | CCOC(=O)c1sc(NC(=O)CCN2CCN(CC)CC2)c(C(=O)OCC)c1C | 0.6 | 1.6 | 5 | 0 | 10 | 5 | -0.6 | -0.7 | 1
52 | O=C(CCCc1ccccc1)N=C1SC2CS(=O)(=O)CC2N1c1ccccc1F (stereo unspecified) | 0.5 | -0.1 | 1 | 2 | -2 | 14 | -0.3 | -1.3 | 15
53 | COc1ccc(C(=O)/C=C/Nc2ccc(S(=O)(=O)Nc3cccc(C(C)=O)c3)cc2)cc1 | . | -0.1 | 6 | 2 | -1 | -18 | -1.0 | 1.6 | -6
54 | COc1ccc(CCNC(=O)/C=C/c2ccc(OC)c(S(=O)(=O)N3CCOCC3)c2)cc1 | 0.3 | 1.5 | -6 | -2 | 2 | 1 | 0.3 | -0.4 | 3
55 | O=C(Nc1ccccc1-c1ccccc1)C1CCCCC1 | 0.9 | 0.7 | -2 | -1 | 0 | -14 | -0.3 | -1.3 | 17
